Screening results from PubChem BioAssay.
M. tuberculosis – growth inhibition of non-replicating M. tuberculosis (AID 488890) | Mycobacterium tuberculosis non-replicating, growth inhibition; higher % means a stronger effect | inhibition, % at 25 µM, or IC50 in µM where a hit was titrated | actives 0.39% (n = 320,000); in the data active = a potency from the dose series; inconclusive = inhibition mostly from about 82% at the one dose, without a potency; inactive = the rest, 99 in 100 with inhibition below about 76%;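 note: plate controls were DMSO cells for no effect and high antibiotic wells for full effect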
VEEV TC-83 Vero – inhibitors of VEEV TC-83 cytopathic effect, confirmation, Vero cells (AID 588727); Vero cells, VEEV TC-83 cytopathic effect inhibition; higher % means a stronger effect; actives 0.13% (n = 350,000); inhibition, % at 20 µM; hits with a dose series show IC50 in µM; in the data active = a potency from the dose series; inconclusive = inhibition mostly from about 14% at the one dose, without a potency; inactive = the rest, 99 in 100 with inhibition below about 12%; note: strong numbers were not always called active
M. tuberculosis HTS – M. tuberculosis growth inhibition, HTS (AID 449762); M. tuberculosis H37Rv growth inhibition, 7H9 media; higher % means a stronger effect; inhibition, % at 25 µM, or IC50 in µM where a hit was titrated; actives 0.59% (n = 330,000); in the data active = a potency from the dose series; inconclusive = inhibition above about 70% without an active follow-up result;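 note: bacterial growth assessed after seven days of incubation; strong numbers were not always called active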
H1N1 NS1A inhibition – NS1A inhibition, H1N1 influenza, cell based functional assay (AID 504329) | inhibition, % at 12.5 µM; hits with a dose series show IC50 in µM | actives 0.3% (n = 340,000) | NS1A functional cell-based assay, percent inhibition; higher % means a stronger effect; in the data active = a potency from the dose series; inconclusive = inhibition above about 27% without an active follow-up result; note: strong numbers were not always called active
PhoP GFP inhibition – PhoP regulon inhibitors, Salmonella typhi PhoP promoter GFP reporter, confirmatory (AID 1850); Salmonella Typhi PhoP-promoter GFP reporter, fluorescence, 4 h; higher % means a stronger effect; inhibition, % at 50 µM; hits with a dose series show IC50 in µM; actives 0.33% (n = 310,000); in the data active = a potency from the dose series; inconclusive = inhibition mostly from about 25% at the one dose, without a potency; inactive = the rest, 99 in 100 with inhibition below about 19%;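 note: 0% = induced wells with vehicle and 100% = uninduced wells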
VEEV TC-83 Vero 10K pilot screen – recorded beside VEEV TC-83 Vero, whose call it bears; inhibition, %; measured here: 10K pilot screen inhibition
Active calls of the source: *.

O=C1c2ccccc2NC(c2cccc(O)c2)N1O (stereo not given) was read as M. tuberculosis -4.7%, VEEV TC-83 Vero 2.3%, M. tuberculosis HTS -5.9%, H1N1 NS1A inhibition -2.4% and PhoP GFP inhibition 0.3%.
Screening O=C(Nc1ccccc1C(F)(F)F)c1cc(-c2ccco2)on1 returned M. tuberculosis 46.5%, VEEV TC-83 Vero 1.5%, M. tuberculosis HTS 20.6%, H1N1 NS1A inhibition 3.9% and PhoP GFP inhibition 8.6%.
For COc1cc(OC)cc(-c2c(C#Cc3ccsc3)c3cc(-c4ccc(OC)nc4)ccc3n2C)c1 the results were M. tuberculosis 26.1%, VEEV TC-83 Vero 1.5%, M. tuberculosis HTS 14.4% and H1N1 NS1A inhibition -2.3%.
O=C(Nc1ccc(Cl)cc1)Nc1nc(-c2ccccc2O)cs1 was read as M. tuberculosis 8.6%, VEEV TC-83 Vero 3.5%, M. tuberculosis HTS 67.0%, H1N1 NS1A inhibition -19.4% and PhoP GFP inhibition 2.7%.
Screening Cc1ccc(-c2nc(C#N)c(NCc3ccco3)o2)cc1 returned M. tuberculosis 3.5%, VEEV TC-83 Vero 2.4%, M. tuberculosis HTS 1.3%, H1N1 NS1A inhibition 2.5% and PhoP GFP inhibition 5.4%.
For O=C(CN1CCN(c2ccc(O)cc2)CC1)Nc1cc(S(=O)(=O)N2CCOCC2)ccc1Cl the results were M. tuberculosis 38.0%, VEEV TC-83 Vero 0.4%, M. tuberculosis HTS -9.2%, H1N1 NS1A inhibition 8.5% and PhoP GFP inhibition -3.8%.
Screening CCc1ccc(NC(=O)N(Cc2ccco2)C(C)c2cccs2)cc1 (stereo not given) returned M. tuberculosis 16.7%, VEEV TC-83 Vero inactive, M. tuberculosis HTS -17.8%, H1N1 NS1A inhibition -12.1%, PhoP GFP inhibition -1.9% and VEEV TC-83 Vero 10K pilot screen 2.6.
Screening CNS(=O)(=O)c1cccc(C(=O)OCC(=O)NC(C)CCc2ccccc2)c1 (stereo not given) returned M. tuberculosis 53.9%, VEEV TC-83 Vero 1.7%, M. tuberculosis HTS -2.5%, H1N1 NS1A inhibition -10.9% and PhoP GFP inhibition -4.3%.
Cc1cccc(NC(=O)C(=O)N/N=C/c2ccncc2)c1 was read as M. tuberculosis -11.0%, VEEV TC-83 Vero 0.0%, M. tuberculosis HTS 32.0%, H1N1 NS1A inhibition 3.2%, PhoP GFP inhibition -5.4% and VEEV TC-83 Vero 10K pilot screen 2.2.
O=C(N/N=C/c1ccc(Sc2ccccn2)o1)c1cc2ccccc2cc1O was read as M. tuberculosis inconclusive, VEEV TC-83 Vero inactive, M. tuberculosis HTS 19.4%, H1N1 NS1A inhibition 2.6% and PhoP GFP inhibition -5.5%.

Quoted at random: two records from the list.
Screening CCc1ccc(NC(=O)N(Cc2ccco2)C(C)c2cccs2)cc1 (stereo not given) returned M. tuberculosis 16.7%, VEEV TC-83 Vero inactive, M. tuberculosis HTS -17.8%, H1N1 NS1A inhibition -12.1%, PhoP GFP inhibition -1.9% and VEEV TC-83 Vero 10K pilot screen 2.6.
Screening Cc1ccc(-c2nc(C#N)c(NCc3ccco3)o2)cc1 returned M. tuberculosis 3.5%, VEEV TC-83 Vero 2.4%, M. tuberculosis HTS 1.3%, H1N1 NS1A inhibition 2.5% and PhoP GFP inhibition 5.4%.

Further structures.
Screening COc1ccc(CCNC(=O)COC(=O)c2ccco2)cc1OC returned M. tuberculosis 4.2%, VEEV TC-83 Vero 3.8%, M. tuberculosis HTS -6.5%, H1N1 NS1A inhibition -9.0% and PhoP GFP inhibition -7.4%.
`O=C(COc1c(F)c(F)cc(F)c1F)NC(=O)NC1CCCC1` gave M. tuberculosis -1.3%, VEEV TC-83 Vero 2.1%, M. tuberculosis HTS -0.6%, H1N1 NS1A inhibition 2.9% and PhoP GFP inhibition -6.1%.
For O=C(CN1CCCc2ccccc21)NCCc1ccc(F)cc1 the results were M. tuberculosis 20.6%, VEEV TC-83 Vero 0.1%, M. tuberculosis HTS -5.3%, H1N1 NS1A inhibition 9.0% and PhoP GFP inhibition -2.0%.
`Cc1ccc(N(C(=O)CNC(=O)c2ccco2)C(C(=O)NC2CCCCC2)c2ccncc2)cc1F` (stereo not given) gave M. tuberculosis -1.4%, VEEV TC-83 Vero inactive, M. tuberculosis HTS -7.4%, H1N1 NS1A inhibition 5.2% and PhoP GFP inhibition -3.9%.
Screening COc1cc(OC)cc(C(=O)NC(c2ccccc2)c2ccccc2)c1 returned M. tuberculosis 0.7%, VEEV TC-83 Vero 0.3%, M. tuberculosis HTS 5.2%, H1N1 NS1A inhibition 6.5% and PhoP GFP inhibition -8.4%.
`COc1ccccc1N=c1scc(-c2ccc3c(c2)NC(=O)CO3)n1CC1CCCO1` (stereo not given) gave M. tuberculosis 39.1%, VEEV TC-83 Vero 8.9%, M. tuberculosis HTS 0.2%, H1N1 NS1A inhibition 15.7% and PhoP GFP inhibition 4.0%.
O=C(CSc1nc2[nH]c(=O)cc(O)c2s1)Nc1ccc(Br)cc1 was read as M. tuberculosis 15.8%, VEEV TC-83 Vero inactive, M. tuberculosis HTS -3.8% and H1N1 NS1A inhibition -3.1%.
For Cc1ccc2[nH]cc(C(=O)CN3CCN(c4ccccc4F)CC3)c2c1 the results were M. tuberculosis -3.4%, VEEV TC-83 Vero 0.7%, M. tuberculosis HTS 1.5%, H1N1 NS1A inhibition 3.1% and PhoP GFP inhibition 3.9%.
Screening COc1ccc(N(CC(=O)Nc2cc(C)ccc2C)S(=O)(=O)c2ccccc2[N+](=O)[O-])c(OC)c1 returned M. tuberculosis 15.9%, VEEV TC-83 Vero 6.2%, M. tuberculosis HTS 1.2%, H1N1 NS1A inhibition 2.1% and PhoP GFP inhibition -9.8%.
COc1ccc(CCNC(=O)c2cc(CC(C)C)on2)cc1OC was read as M. tuberculosis 32.2%, VEEV TC-83 Vero inactive, M. tuberculosis HTS -7.9%, H1N1 NS1A inhibition 3.3% and PhoP GFP inhibition 11.9%.
O=C(NCc1cccnc1)c1cc2ccccc2oc1=O was read as M. tuberculosis 8.9%, VEEV TC-83 Vero 0.1%, M. tuberculosis HTS 0.7%, H1N1 NS1A inhibition -1.8% and PhoP GFP inhibition -2.4%.
Screening COc1ccc(-c2csc3nc(C)nc(N4CCC(C)CC4)c23)cc1OC returned M. tuberculosis 14.8%, VEEV TC-83 Vero 7.7%, M. tuberculosis HTS 1.3%, H1N1 NS1A inhibition -2.6% and PhoP GFP inhibition -5.1%.
For O=C(CSc1nnc(-c2ccccc2)c(-c2ccccc2)n1)NC1CCS(=O)(=O)C1 (stereo not given) the results were M. tuberculosis -9.4%, VEEV TC-83 Vero 0.2%, M. tuberculosis HTS -2.8%, H1N1 NS1A inhibition -3.1% and PhoP GFP inhibition 0.3%.
CCOCCn1c(=NC(=O)CSCC(=O)Nc2cc(C)on2)sc2cc(OC)ccc21 was read as M. tuberculosis 8.0%, VEEV TC-83 Vero 7.1%, M. tuberculosis HTS -2.6%, H1N1 NS1A inhibition -5.1% and PhoP GFP inhibition 15.4%.
For Cc1cccc(Cn2cnc3c(NS(C)(=O)=O)c(C)c(C)cc32)c1 the results were M. tuberculosis 19.5%, VEEV TC-83 Vero 2.0%, M. tuberculosis HTS 4.2%, H1N1 NS1A inhibition -3.1% and PhoP GFP inhibition -8.2%.
For COc1ccc(-n2nc3c(N4CCC(C(=O)NCc5ccccc5)CC4)nnc(C)c3c2C)cc1 the results were M. tuberculosis 10.7%, VEEV TC-83 Vero 0.1%, M. tuberculosis HTS 1.7%, H1N1 NS1A inhibition 10.1% and PhoP GFP inhibition -1.6%.
`Cc1ccc(C)c(NC(=O)COC(=O)c2ccc[n+]([O-])c2)c1` gave M. tuberculosis -4.4%, VEEV TC-83 Vero 0.8%, M. tuberculosis HTS -3.1% and H1N1 NS1A inhibition 2.4%.
CCCCCSc1nc(O)cc(=O)[nH]1 was read as M. tuberculosis 24.1%, VEEV TC-83 Vero 1.3%, M. tuberculosis HTS -1.0%, H1N1 NS1A inhibition 1.2% and PhoP GFP inhibition -3.3%.
`Nc1c(C(=O)Nc2ccc(Cl)c(Cl)c2)sc2nc(-c3cccnc3)ccc12` gave M. tuberculosis -13.7%, M. tuberculosis HTS 13.0% and PhoP GFP inhibition -15.7%.
CC(C)(C)OC(=O)N1CCC(C(=O)Nc2cccc(C(=O)N3CCOCC3)c2)CC1 was read as M. tuberculosis 11.5%, VEEV TC-83 Vero 0.1%, M. tuberculosis HTS 9.9% and H1N1 NS1A inhibition -14.6%.
Screening Cc1ccsc1C(=O)Nc1cc(C(C)(C)C)nn1-c1ccccc1 returned M. tuberculosis 8.6%, VEEV TC-83 Vero 0.1%, M. tuberculosis HTS 0.6%, H1N1 NS1A inhibition 13.6% and PhoP GFP inhibition 5.3%.
CCCCOc1cc(C)nc(NCc2ccccc2)n1 was read as M. tuberculosis 61.8%, VEEV TC-83 Vero 1.3%, M. tuberculosis HTS 5.5%, H1N1 NS1A inhibition -11.0% and PhoP GFP inhibition 9.6%.
Screening COc1cccc(-n2c(SCC(=O)NC(C)(C)C)nnc2-c2ccoc2C)c1 returned M. tuberculosis -12.8%, VEEV TC-83 Vero 5.9%, M. tuberculosis HTS -6.2%, H1N1 NS1A inhibition 0.4% and PhoP GFP inhibition -3.4%.
CCOc1ccc(NC(=O)CN(C)C(=O)c2ccc(N3CCCCC3)c([N+](=O)[O-])c2)cc1OCC was read as M. tuberculosis 7.9%, VEEV TC-83 Vero 3.0%, M. tuberculosis HTS -8.7%, H1N1 NS1A inhibition 4.8% and PhoP GFP inhibition 3.2%.
COc1ccc2c(CC(=O)N[C@@H](Cc3c[nH]c4ccccc34)C(=O)O)cc(=O)oc2c1 was read as M. tuberculosis -5.9%, VEEV TC-83 Vero 0.8%, M. tuberculosis HTS 39.3%, H1N1 NS1A inhibition 18.4% and PhoP GFP inhibition -12.4%.
COC(=O)C1=C(C(=O)OC)[C@@H]2N(Cc3ccccc3)c3ccccc3[C@@]23C[C@@H](C(=O)OC)N(C(=O)CC(C)C)C3=N1 was read as M. tuberculosis 28.0%, VEEV TC-83 Vero 7.0%, M. tuberculosis HTS 6.0%, H1N1 NS1A inhibition -14.9% and PhoP GFP inhibition 3.9%.
`C[C@H](NC(CCc1ccccc1)C(=O)O)C(=O)N1CCC[C@H]1C(=O)O` (stereo not given in full) gave M. tuberculosis 3.8%, M. tuberculosis HTS 6.3% and PhoP GFP inhibition 9.7%.
For COc1ccccc1C(=O)NCC(=O)NC(C)CCc1ccccc1 (stereo not given) the results were M. tuberculosis -5.2%, VEEV TC-83 Vero 7.0%, M. tuberculosis HTS -8.8%, H1N1 NS1A inhibition -11.4% and PhoP GFP inhibition -10.8%.
`O=C(Nc1cccnc1)C1OCCc2ccccc21` (stereo not given) gave M. tuberculosis -3.7%, VEEV TC-83 Vero 5.8%, M. tuberculosis HTS -0.6%, H1N1 NS1A inhibition 4.1% and PhoP GFP inhibition 14.8%.
For COC(=O)C1=C(C)N(Cc2ccccc2)C(=NCCCCO)N[C@H]1c1cccc(C(F)(F)F)c1 the results were M. tuberculosis inconclusive, VEEV TC-83 Vero 0.6%, M. tuberculosis HTS -5.2% and H1N1 NS1A inhibition -14.4%.
For O=C(OCc1ccccc1)N1CCOCCN(C(=O)OCc2ccccc2)CCOCC1 the results were M. tuberculosis 11.7%, VEEV TC-83 Vero 1.7%, M. tuberculosis HTS 1.6%, H1N1 NS1A inhibition -9.1% and PhoP GFP inhibition 3.7%.
COc1cccc2cc(C(=O)NCCc3c[nH]c4ccccc34)c(=O)oc12 was read as M. tuberculosis 61.0%, VEEV TC-83 Vero 1.4%, M. tuberculosis HTS inconclusive, H1N1 NS1A inhibition 5.0% and PhoP GFP inhibition -4.2%.
Screening CCc1ccc(/C=N\NC(=O)c2ccc(Br)o2)s1 returned M. tuberculosis inconclusive, VEEV TC-83 Vero 0.6%, M. tuberculosis HTS -0.6%, H1N1 NS1A inhibition -1.6% and PhoP GFP inhibition 0.5%.
For COc1cc(CNc2nnnn2C)ccc1OCc1ccc(F)cc1Cl the results were M. tuberculosis 24.7%, VEEV TC-83 Vero 2.0%, M. tuberculosis HTS -6.2%, H1N1 NS1A inhibition 2.4% and PhoP GFP inhibition -4.6%.
`COCCN(C(=O)CCC(=O)Nc1nccs1)C(C(=O)NC(C)(C)C)c1ccc(Cl)cc1` (stereo not given) gave M. tuberculosis 9.9%, VEEV TC-83 Vero 0.4%, M. tuberculosis HTS -3.3%, H1N1 NS1A inhibition 5.7% and PhoP GFP inhibition 8.0%.
